Screening results (PubChem)
OX1R antag-1 – OX1R (human) antagonism; O43613; OX1R-expressing cells, FRET antagonist read-out; inhibition, % at 6.6 µM; 1.8% of 330,000 active; AID 485270; in the data active = inhibition mostly above about 38%, no sharp cut-off; inactive = mostly below about 40%;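 note: 0% = agonist challenge alone and 100% = reference antagonist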
Target sequence (O43613 whole entry, looked up): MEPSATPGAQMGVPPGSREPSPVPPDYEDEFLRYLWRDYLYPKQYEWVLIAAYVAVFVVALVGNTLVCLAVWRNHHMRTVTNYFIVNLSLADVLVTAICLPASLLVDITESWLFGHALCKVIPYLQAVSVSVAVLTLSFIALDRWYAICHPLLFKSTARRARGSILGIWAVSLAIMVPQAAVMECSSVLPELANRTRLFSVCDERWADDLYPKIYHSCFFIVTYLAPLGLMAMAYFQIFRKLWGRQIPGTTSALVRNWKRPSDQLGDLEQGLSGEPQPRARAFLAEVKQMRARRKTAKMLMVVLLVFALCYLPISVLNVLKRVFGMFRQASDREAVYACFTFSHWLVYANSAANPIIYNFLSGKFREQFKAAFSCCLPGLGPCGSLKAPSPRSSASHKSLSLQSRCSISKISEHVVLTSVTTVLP
STK33 inh – inhibitors of human STK33 kinase; 0.073% of 320,000 active; inhibition, % at 10 µM; purified STK33, MBP phosphorylation, ADP-Glo luminescence;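 active = inhibition at or above 25%, using the most active replicate where run in duplicate; inactive = inhibition below 25%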
Target sequence (Q9BYT3 whole entry, looked up): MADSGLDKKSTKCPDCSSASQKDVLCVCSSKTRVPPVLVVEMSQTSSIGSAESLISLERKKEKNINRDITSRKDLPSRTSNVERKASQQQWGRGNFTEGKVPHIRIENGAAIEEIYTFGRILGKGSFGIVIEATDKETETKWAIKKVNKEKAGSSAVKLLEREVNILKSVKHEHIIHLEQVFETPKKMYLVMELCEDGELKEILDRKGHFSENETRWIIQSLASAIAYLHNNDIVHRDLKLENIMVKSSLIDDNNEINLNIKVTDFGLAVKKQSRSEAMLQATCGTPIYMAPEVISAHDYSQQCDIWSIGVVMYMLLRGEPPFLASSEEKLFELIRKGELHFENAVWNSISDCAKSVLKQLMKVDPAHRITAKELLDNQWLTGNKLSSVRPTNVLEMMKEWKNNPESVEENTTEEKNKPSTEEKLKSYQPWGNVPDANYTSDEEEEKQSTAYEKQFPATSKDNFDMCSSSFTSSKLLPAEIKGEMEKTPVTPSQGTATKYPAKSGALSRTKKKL
OX1R antag-2 – antagonists of human orexin 1 receptor; CHO/OX1R cells, Fluo-8 calcium fluorescence, orexin A; inhibition, % at 5 µM; 0.43% of 330,000 active; AID 434989;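 active = inhibition above its plate's threshold, mean inhibition of all tested compounds on the plate plus 3 SD, cut at about 37% in these data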;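 note: 0% = orexin A challenge wells and 100% = SB-334867-A antagonist wells; not every result past the cut was called active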
The depositor's hits bear a star. Random draw from the library (roughly 2.2% active in at least one column).

SMILES	OX1R antag-1	STK33 inh	OX1R antag-2
C=CC[C@@H](CC(=O)N[C@H](CO)Cc1ccccc1)C(=O)N[C@@H](COC(=O)[C@@H](CC=C)Cc1ccc(F)cc1)Cc1ccccc1	1	-0.3	-1
COc1ccc(C)cc1NC(=O)C12CCC(C)(C(=O)O1)C2(C)C (stereo not drawn)	12	0.0	-16
COc1ccc(NC(=O)c2cc([N+](=O)[O-])ccc2N2CCCCC2)cc1OC	10	-0.9	-26
O=C(C1CC1)N1CCc2cc(Br)cc(S(=O)(=O)NCC3COc4ccccc4O3)c21 (stereo not drawn)	41	0.1	0
CCc1nc2ccc(C(=O)NCCc3ccc(OC)cc3)cc2nc1CC	18	-5.1	-25
Cc1ccccc1N1CCN(C(=O)[C@@H]2CCCN2C2=NS(=O)(=O)c3ccccc32)CC1	1	-1.1	-9
C=CCN1CN(S(=O)(=O)c2cccc(Cl)c2)c2nc3ccccc3nc21	31	2.7	11
Cc1cc(S(=O)(=O)N2CCCCC2)ccc1OCC(=O)N1CCOCC1	13	-1.9	-5
Cc1ccccc1OC(C)C(=O)NCCCN1CCOCC1 (stereo not drawn)	0	0.8	-3
COc1ccc(N(CC(=O)N2CCN(C)CC2)S(=O)(=O)c2cc(C)ccc2OC)cc1Cl	28	-3.3	-23
CCCc1nc(-c2cc3cc(C)ccc3[nH]c2=O)no1	6	-2.1	2
CN=C(NC1CCCCC1)c1ccc(Cl)cc1	12	-2.3	-1
COc1ccc(CCNC(=O)Cn2c([N+](=O)[O-])cnc2C)cc1OC	18	0.5	18
OCCN=Cc1c(O)[nH]c2ccccc12	32	-0.8	-18
c1ccc(CN2CCN(c3nc4ccccc4n4cnnc34)CC2)cc1	18	-0.3	-2
CCOC(=O)C1CCN(S(=O)(=O)c2cc3c4c(c2)C(C)C(=O)N4CCC3)CC1 (stereo not drawn)	9	0.6	-7
COc1ccc(C(=O)O)cc1S(=O)(=O)NCCc1ccccn1	4	-1.0	-3
Cc1ccc(NC(=O)CSc2nc(=O)n(CCN(C)C)c3c2CCCC3)cc1Cl	9	-2.0	-29
O=c1c2[nH]c3ccc(F)cc3c2ncn1CC1CCCO1 (stereo not drawn)	16	-1.1	-7
CC1=CC(=O)C(C(C)=Nc2ccccc2Cl)C(=O)O1 (stereo not drawn)	5	-1.4	-3
CC(C)CN(C(=O)c1nn(C)c(=O)c2ccccc12)c1nc2ccccc2s1	10	-0.3	-3
COc1cccc(CNc2cccc(C(F)(F)F)c2)c1O	8	0.2	-1
O=C(Nc1cccc(O)c1)c1cc2nc(-c3ccccc3)cc(-c3ccccc3)n2n1	39	-2.0	-9
COc1ccc(OC)c(NC(=O)C2C3CCC(O3)C2C(=O)O)c1 (stereo not drawn)	19	-0.5	-5
Cc1ccc(S(=O)(=O)C2(C(=O)Nc3ccc4c(c3)OCO4)CC2)cc1	15	-0.3	-12
Other records.
SMILES	OX1R antag-1	STK33 inh	OX1R antag-2
CCc1ccc(CN2C(=O)c3ccccc3C2C(=O)NC(C)CC)cc1 (stereo not drawn)	-12	-0.9	-22
COCCNC(=S)NC12CC3CC(CC(C3)C1)C2	14	-2.4	-12
O=C(NC1CCCCC1)C(c1cccnc1)N(C(=O)CCl)c1ccc(F)cc1 (stereo not drawn)	6	0.5	-14
O=C(Oc1ccc(/C=N/O)cc1)c1ccccc1	12	-0.6	-15
COc1cc(OC)cc(C(=O)NNC(=O)CCNC(=O)c2ccc(Br)cc2)c1	5	0.8	-3
O=C(Nc1nncs1)c1cc(S(=O)(=O)N2CCCCC2)ccc1Cl	10	-0.2	-25
CCn1c(-c2ccco2)n[nH]c1=S	4	0.4	-7
CN(C)CCCNC(=S)N(Cc1cccs1)Cc1cc2cc3c(cc2[nH]c1=O)OCCO3	24	0.3	-16
CC(C)N(Cc1nc(COc2ccccc2)no1)Cc1nccn1C	26	-1.2	-18
O=C(Nc1ccccc1-c1nc2ccccc2s1)c1ccco1	12	0.0	-30
COc1ccc(Cl)cc1NC(=O)CCc1nc(-c2ccccc2F)no1	30	-0.6	-30
C=CCn1c(SCC(=O)Nc2c(C)nn(Cc3ccccc3)c2C)nnc1C(O)c1ccccc1 (stereo not drawn)	4	-2.0	-16
COc1ccc(Cc2nnc(NC(C)=O)s2)cc1	17	0.4	-16
CCCCOc1ccc(C(=O)Nc2ccc(SC(F)F)cc2)cc1OC	10	-1.7	-13
CC1(C)Cc2c(sc(NC(=O)C(=O)N3CCOCC3)c2C(N)=O)CO1	9	1.2	-14
O=C(NCCn1cccn1)c1ccc(OC2CCN(CCc3ccccc3)CC2)cc1	3	1.1	-9
Cc1ccc2c(c1)c1c(n2C)C(=O)CCC1	11	0.0	-29
CC(C)c1ccccc1NC(=O)CSc1n[nH]c(=O)n1C1CC1	3	1.7	-9
c1ccc(C(c2ccccc2)c2nc(-c3cccnc3)no2)cc1	20	-1.5	-20
CS(=O)(=O)c1cnc(-c2ccccc2)nc1-c1ccc(Cl)c(Cl)c1	16	-1.5	-23
COc1ccc(S(=O)(=O)Nc2cccc3ccc(O)cc23)cc1	26	-1.0	-7
Cn1c(-c2cc3c(C(F)(F)F)nn(C)c3s2)n[nH]c1=S	24	0.1	-9
C#CCOCCOCCOCCNc1nc(N2CCN(C(=O)[C@H]([C@@H](C)CC)n3cc(CCCN=C(N)N)nn3)CC2)nc(N2CCN(C(=O)[C@H](CCCCN)n3cc(CC(C)O)nn3)CC2)n1 (stereo partly drawn)	0	0.4	-1
CCCCOC(=O)CCc1n[nH]c(=O)[nH]c1=O	18	-1.4	-7
OC(CSc1ccc(F)cc1)CN1CCN(c2ccccc2)CC1 (stereo not drawn)	21	-0.2	-19
(cont.)
SMILES	OX1R antag-1	STK33 inh	OX1R antag-2
Cc1ccc(S(=O)(=O)N2CCN(S(=O)(=O)N3CCOCC3)CC2)c(C)c1	5	0.0	-1
COc1ccc(S(=O)(=O)N2CCCC2C(=O)NCc2cccs2)cc1 (stereo not drawn)	11	-0.6	-5
Cc1cc(OCC(=O)N2CCN(c3ccccn3)CC2)c(C)cc1Br	0	-0.8	-22
O=C(CCc1ccccc1)OCC(=O)c1cccc([N+](=O)[O-])c1	32	-1.9	-8
O=C(O)CCc1nnc(SCC(=O)Nc2cccc(C(F)(F)F)c2)[nH]c1=O	9	-0.5	5
CCOCCCNCc1ccc(OCc2ccccc2Cl)cc1	5	-1.9	-11
CCO[C@@H]1OC(C(=O)N2CCOCC2)=C[C@H](c2coc3ccccc3c2=O)[C@H]1CCCO	12	-1.7	-7
Cc1ccccc1N1CCN(S(=O)(=O)c2nnc(NC(=O)c3ccc(F)cc3)s2)CC1	13	-1.1	-19
Fc1cccc(Cc2noc(CN3CCN(c4cnccn4)CC3)n2)c1	21	-0.9	-18
O=C(CCCn1c(=S)[nH]c2ccc(Br)cc2c1=O)N1CCN(c2ccccn2)CC1	17	-1.6	-30
CC(C(=O)c1ccc(-c2ccccc2)cc1)[n+]1cccc(NC(=O)c2ccccc2)c1 (stereo not drawn)	3	0.1	-2
CCOC(=O)C(CSCC(=O)c1ccc(Cl)cc1)NC(=O)OC(C)(C)C (stereo not drawn)	13	0.7	-24
Cc1cccnc1NC(=O)C1CCN(S(=O)(=O)c2cccs2)CC1	35	0.0	-10
N/C(=N\OC(=O)c1ccc(Cl)cc1)c1ccc(Cl)cc1	0	-2.1	-3
CCOC(=O)c1cc(C)n(S(=O)(=O)c2ccc(C)cc2)c1C	16	-0.9	-25
O=[N+]([O-])c1ccc(OCCOc2ccccc2/C=N/n2cnnc2)cc1	8	-0.2	5
CC(C)Cn1c(SCC(N)=O)nnc1-c1cccc(S(=O)(=O)N2CCOCC2)c1	1	-1.7	-7
CCc1nc2ccccc2c2nc3ccccc3n12	15	-0.4	-15
O=C(CNC(=S)N(CCCN1CCOCC1)Cc1cccs1)NC1CCCCC1	28	-0.5	-2
N#Cc1cc([N+](=O)[O-])ccc1NCCN1CCOCC1	32	-2.2	-8
CCN(CC)C(=O)COC(=O)C1CCN(S(=O)(=O)c2ccc3c(c2)OCCO3)CC1	0	-1.3	-13
Nc1c(C(=O)Nc2ccccc2F)sc2nc(Cc3ccccc3)cc(C(F)(F)F)c12	0	-1.1	-3
Nc1ncc2c(n1)CCN(c1ccc([N+](=O)[O-])cc1)C2	20	-2.3	-11
CCOC(=O)C(C)(C)Oc1cccc2c1S(=O)(=O)c1ccccc1-2	4	-1.0	-13
Cc1nc2ccccc2c(=O)n1NC(=O)c1ccccc1F	-7	0.5	-11

Another view of 4 compounds above:
structure: c1ccc(CN2CCN(c3nc4ccccc4n4cnnc34)CC2)cc1
  OX1R antag-1: 18	STK33 inh: -0.3	OX1R antag-2: -2
structure: CCOC(=O)C1CCN(S(=O)(=O)c2cc3c4c(c2)C(C)C(=O)N4CCC3)CC1 (stereo not drawn)
  OX1R antag-1: 9	STK33 inh: 0.6	OX1R antag-2: -7
structure: COc1ccc(C(=O)O)cc1S(=O)(=O)NCCc1ccccn1
  OX1R antag-1: 4	STK33 inh: -1.0	OX1R antag-2: -3
structure: Cc1ccc(NC(=O)CSc2nc(=O)n(CCN(C)C)c3c2CCCC3)cc1Cl
  OX1R antag-1: 9	STK33 inh: -2.0	OX1R antag-2: -29

(continued)
SMILES	OX1R antag-1	STK33 inh	OX1R antag-2
COc1cccc(C(C2=C(O)CC(C)(C)CC2=O)C2C(=O)CC(C)(C)CC2=O)c1 (stereo not drawn)	0	0.3	6
CCOC(=O)c1cnc2c(C)c(Cl)ccc2c1N1CCOCC1	8	-0.3	-19
O=C(CCn1nnc2ccccc21)OCC(=O)c1ccc([N+](=O)[O-])cc1	15	0.2	6
O=C(COC(=O)c1ccc(S(=O)(=O)Nc2ccccc2)cc1)NC1CCCC1	11	-2.3	-2
CCCn1c(C(C)C)n[nH]c1=S	1	1.0	-9
CCSc1nnc(C)c2ccccc12	14	-1.9	1
O=c1c2ccccc2cnn1CCOc1ccccc1	17	0.9	-4
O=C(c1c[nH]c2ccc(S(=O)(=O)N3CCOCC3)cc2c1=O)N1CCCC1	10	-1.4	-10
Cc1ccc(N(C(=O)c2csnn2)C(C(=O)NCc2ccccc2)c2ccccn2)cc1 (stereo not drawn)	7	-1.2	-3
COc1cc(/C=C/C(=O)OCC(=O)Nc2nnc(-c3ccccc3)o2)cc(OC)c1OC	72*	-0.5	-38
N#C/C(=C\c1ccc(-c2ccccc2[N+](=O)[O-])o1)C(=O)Nc1nc(-c2cccs2)cs1	27	-0.4	0
COc1ccc(NC(=S)N2CCN(c3ccccn3)CC2)cc1	12	-0.4	-7
Cc1noc(C)c1CSc1nc2ccccc2n1CCc1ccccc1	36	4.0	20
O=C(CN(C(=O)CCC(=O)Nc1ccccn1)c1ccc(F)cc1)NCc1ccc(F)cc1	17	0.4	-25
CS(=O)(=O)N(CC(=O)Nc1ccc(S(=O)(=O)N2CCOCC2)cc1)c1ccccc1Cl	9	-1.5	-1
O=c1c2ccccc2cnn1Cc1n[nH]c(=S)n1-c1ccccc1	7	-0.6	-3
Cc1c(Cl)cccc1NC(=O)CCN1CCCCC1	7	-1.6	-23
Cc1ccccc1N(Cc1cc(=O)[nH]c2ccccc12)C(=O)C(C)C	12	0.5	-23
COc1ccc(-c2cc(C(=O)N3CCCCCC3)no2)cc1	47	-0.5	-19
O=C(CSc1nc2ccccc2c(=O)[nH]1)NCc1ccc(Cl)cc1	32	-0.7	-24
CCOCCCNC(=O)CCn1ccc2cc(S(=O)(=O)N3CCCC3)ccc21	11	0.3	-6
COC(=O)c1cn(C(=O)c2ccccc2F)nc1N	-2	-0.5	-9
Cc1ccc(N(CC(=O)NCc2ccc(Cl)cc2)S(C)(=O)=O)cc1	15	-1.3	-18
Cc1ccc(CNc2nc(C)cs2)cc1	22	-0.6	-12
CC(C)(C)NC(=O)C(=O)NNC(=O)COc1ccccc1	20	0.4	6

One compound at a time (already shown). Order of screens: OX1R antag-1 | STK33 inh | OX1R antag-2
Entry for Cc1ccc(N(C(=O)c2csnn2)C(C(=O)NCc2ccccc2)c2ccccn2)cc1 (stereo not drawn) = 7 | -1.2 | -3
Entry for Cc1ccc(CNc2nc(C)cs2)cc1 = 22 | -0.6 | -12
Entry for O=C(COC(=O)c1ccc(S(=O)(=O)Nc2ccccc2)cc1)NC1CCCC1 = 11 | -2.3 | -2
Entry for COc1ccc(-c2cc(C(=O)N3CCCCCC3)no2)cc1 = 47 | -0.5 | -19
Entry for CC(C)(C)NC(=O)C(=O)NNC(=O)COc1ccccc1 = 20 | 0.4 | 6

(continued)
SMILES	OX1R antag-1	STK33 inh	OX1R antag-2
CC(C)(C)c1cc(N)n(-c2ccc(C(=O)O)cc2)n1	6	-2.8	-6
O=C(COC(=O)c1cc([N+](=O)[O-])ccc1N1CCOCC1)Nc1ccc(Cl)cc1	52*	-1.0	-14
CCn1c(SCc2ccc(F)cc2)nnc1C1CCN(S(=O)(=O)c2ccc(OC)cc2)CC1	17	-0.6	-9
COc1cccc(-c2cc(C(=O)Nc3cccc(O)c3)no2)c1	71*	-1.4	15
COC(=O)c1c(NC(=O)CN2CCN(S(=O)(=O)c3ccccc3)CC2)sc2c1CCC(C)C2 (stereo not drawn)	21	0.0	-21
O=C(CN1C(=O)c2ccccc2C1=O)N1CCN(C(=O)c2ccco2)CC1	11	-1.1	-20
O=C(C1CCN(S(=O)(=O)c2cccnc2)CC1)N1CCN(C2CCCC2)CC1	12	-2.5	-6
COc1ccc(C2=NOC(C(=O)NCC(C)C)C2)cc1 (stereo not drawn)	0	-1.2	-16
CC1CCN(Cc2c(C(=O)N/N=C/c3cc(Br)ccc3O)nnn2-c2nonc2N)CC1	13	-2.9	-4
Cc1nc2ccccn2c1C(=O)NN	17	-1.4	-32
Cc1cc(S(=O)(=O)NCCCN2CCOCC2)ccc1F	-11	-0.7	-6
CCN(CC)C(=O)c1oc2ccc(S(=O)(=O)N3CCCCCC3)cc2c1C	19	-1.7	-3
